Screening data (PubChem BioAssay)
EPAC1 antag: EPAC1 (human) antagonism. O95398. 360,000 tested, 0.14% active. AID 720709. EPAC1 GEF assay, Rap1b-BODIPY-GDP exchange fluorescence. Potency, µM (series often up to 115 µM), for the others: top-dose activity change, negative = inhibition, actives largely listed as inhibitors;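 further: plate controls were vehicle for no effect and positive control for full effect; nearly all actives have a fitted effect of over 50% in size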
TDP-43 yeast inh: rescues yeast growth from TDP-43 toxicity; TDP-43 expressing yeast growth rescue, BacTiter-Glo, 24 h; Potency, µM (titrated, usually from 46.1 µM), for inactives: at the top dose growth rescue (activation), actives largely listed as activators; 410,000 tested, 1.8% active; further: % of control where 0% means no effect; nearly all actives have a fitted effect of over 50% in size
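Readout is BacTiter-Glo luminescence of cell growth, so inhibitors register as activators. TDP-43-expressing yeast at OD600=0.02 in galactose medium, after raffinose pregrowth to mid-log, were incubated with compound for 24 hr at 30 deg C.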
EPAC1 agonist: agonists of human EPAC1. O95398. EPAC1 agonist qHTS, biochemical assay; response scale: 100% = response to 6.5 mM cAMP. Potency, µM (titrated, usually from 154 µM), for inactives: top-dose activation, actives largely listed as activators. 360,000 tested, 0.073% active. AID 720707; further: nearly all actives have a fitted effect of over 60% in size
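EPAC1 100 nM, Rap1B–BODIPY-GDP 250 nM, unlabeled GDP 50 uM; compound titration; 5 min RT; kinetic read ex480/em540 at 5-min intervals ×30 min; data normalized to 6.5 mM cAMP agonist control.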
EPAC2 antagonist: antagonists of human EPAC2 | 360,000 tested, 0.18% active | EPAC2 GEF exchange of Rap1B-BODIPY-GDP, fluorescence | Potency, µM (highest dose often 114 µM), for the others: top-dose activity, negative = inhibition, most hits filed as inhibitors | Q8WZA2; further: on the % scale 0 is the no-effect control and ±100 the full control effect; nearly all actives have a fitted effect of over 45% in size; many of its hits are not listed in these tables
PTHR1 ag: activates the human parathyroid hormone receptor PTHR1 | AID 743266 | Potency, µM (titrated, usually from 115 µM), inactives show top-dose activation, actives largely listed as activators | 410,000 tested, 0.075% active | HEK293 GP2 PTHR1 cells, GloSensor cAMP luminescence, 1 h; further: nearly all actives have a fitted effect of over 55% in size; some results filed as inactive show a strong effect at the top dose; inactives centre near -15; many of its hits are not listed in these tables
Target sequence (Q03431 whole entry, looked up): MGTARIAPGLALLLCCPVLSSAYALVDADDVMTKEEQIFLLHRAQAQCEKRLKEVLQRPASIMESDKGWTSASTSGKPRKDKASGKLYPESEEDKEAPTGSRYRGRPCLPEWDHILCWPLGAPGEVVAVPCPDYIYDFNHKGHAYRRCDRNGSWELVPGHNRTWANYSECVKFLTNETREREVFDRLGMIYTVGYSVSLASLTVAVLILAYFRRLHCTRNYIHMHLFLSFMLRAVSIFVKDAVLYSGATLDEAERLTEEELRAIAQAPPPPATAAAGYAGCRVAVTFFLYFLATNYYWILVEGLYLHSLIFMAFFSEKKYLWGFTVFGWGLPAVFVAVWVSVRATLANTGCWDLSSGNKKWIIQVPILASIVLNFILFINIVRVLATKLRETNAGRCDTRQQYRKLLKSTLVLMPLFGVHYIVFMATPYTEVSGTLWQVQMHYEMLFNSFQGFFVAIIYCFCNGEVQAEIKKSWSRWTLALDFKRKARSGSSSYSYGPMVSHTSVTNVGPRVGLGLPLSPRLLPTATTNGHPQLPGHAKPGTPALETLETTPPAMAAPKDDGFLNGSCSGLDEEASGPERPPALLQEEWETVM
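HEK-293-derived GP2 cells expressing PTHR1 and a GloSensor cAMP reporter, 3,000/well, plated overnight, given luciferin plus IBMX (each 0.5 mM as added) for 1 h at 37 °C, then compound for 1 h at 37 °C. Luminescence was read after 15 min at room temperature.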
EPAC2 agonist: agonists of human EPAC2 (RAPGEF4); Q8WZA2; EPAC2 activation, biochemical qHTS; response scale: 100% = 6.5 mM cAMP response; Potency, µM (titrated, usually from 154 µM), without a hit: at the top dose activation, hits mostly activators; 360,000 tested, 0.079% active; AID 720711; further: nearly all actives have a fitted effect of over 50% in size
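Setup: EPAC2 100 nM, labeled Rap1B complex 250 nM, free GDP 50 uM. Compound titrations pinned in, brief spin, 5 min room temperature incubation. Kinetic fluorescence read over 30 min, normalized to 6.5 mM cAMP.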
aSyn rescue: inhibitors of alpha-synuclein toxicity in yeast | Yeast expressing alpha-synuclein, growth rescue, BacTiter-Glo, 24 h | Potency, µM (highest dose often 46.1 µM), for the others: at the top dose growth rescue (activation), usual class: activators | 370,000 tested, 0.14% active; further: % of control where 0% means no effect; nearly all actives have a fitted effect of over 65% in size
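Screening used galactose-induced yeast with toxic alpha-synuclein levels, exposed to compound for 24 hr at 30 deg C. Cell growth, read with BacTiter-Glo luminescence, gave the measured signal.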
FUS yeast rescue: rescues growth of FUS-expressing yeast. S. cerevisiae FUS-expressing, growth rescue, OD600, 24 h. 390,000 tested, 0.24% active. Potency, µM (doses to about 76.6 µM), inactives show at the top dose growth rescue (activation), usual class: activators;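 further: plate controls were DMSO vehicle for no effect and reference control for full effect; nearly all actives have a fitted effect of over 55% in size; some results filed as inactive show a strong effect at the top dose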
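Steps: raffinose overnight preculture; dilution to OD 0.005 in 2% galactose minimal medium; compound addition (concentration series); 24hr at 30C, 99% humidity; absorbance read at 600 nm.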
* hit, by the source's call; i = inactive; ? = inconclusive; / = not tested or not shown; & = joins results of further samples; [ ] = remark or other dose. The call rests on the fitted dose curve; in most records, active means well fitted curve in the direction sought with a large enough effect; inconclusive means small, poorly fitted or top-dose-only effect, or another doubt; inactive means no such curve, though single readings can be large; an effect the other way counts as inactive or inconclusive. Potency means the concentration at half of the fitted maximal effect. An excerpt, so the mix of outcomes need not match the whole.

SMILES | EPAC1 antag | TDP-43 yeast inh | EPAC1 agonist | EPAC2 antagonist | PTHR1 ag | EPAC2 agonist | aSyn rescue | FUS yeast rescue
Cc1cccc(OCc2nnc(SCC(=O)N(C(C)C)C(C)C)n2Cc2ccco2)c1C | 0% | -6% | 15% | -13% | i | 1% | 2% | ?
CCOC(=O)Cc1csc(NC(=O)c2ccc(S(=O)(=O)N(CCOC)CCOC)cc2)n1 | -11% | 15% | -4% | 1% | i | 9% | 1% | 20%
O=c1[nH]c2ccccc2n1Cc1ccccc1 | -2% | 0% | -4% | -12% | i | 3% | 0% | -5%
O=C(c1ccccc1)c1cc2ccc(O)cc2oc1=O | -17% | -27% | 0% | -3% | -18%[57.5 µM] | 1% | -20% | 14%
O=C(O)c1ccccc1C(=O)Nc1ccc(-n2nccc2C(F)(F)F)cc1 | -21% | 21% | 6% | -7% | i | 5% | 21% | 2%
O=C(CNC(=O)c1ccc(Br)cc1)NCC(=O)OCC(=O)c1ccc(F)cc1 | -1% | 10% | 3% | -5% | -4% | 6% | -1% | 18%
CCOC(=O)c1ccc(NC(=O)CN2C(=O)NC3(CCCCCC3)C2=O)cc1 | -4% | 6% | 1% | 0% | i | 3% | -5% | -7%
CC(OC(=O)c1ccncc1)C(=O)Nc1ccc([N+](=O)[O-])cc1Cl (configuration not stated) | -24% | 16% | 15% | 2% | -12% | 10% | 3% | -9%
N/C(Cc1ccc([N+](=O)[O-])cc1)=N\OC(=O)c1ccc2ccccc2c1 | ? | 11µM* | 7% | -26%[57.1 µM] | -24%[57.5 µM] | 8% | -33%[inhibitor] | 9%
COc1ccc(C(=O)CN2CCN(S(=O)(=O)c3cccc([N+](=O)[O-])c3)CC2)cc1 | -4% | 0% | -1% | 1% | -22% | 6% | 5% | 2%
CC1Cc2nc(SCC(=O)OCc3ccccc3)n(C)c(=O)c2S1 (configuration not stated) | ? | 24% | -105%[inhibitor] | -18% | -1% | 17% | -5% | -3%
CCOc1ccc(S(=O)(=O)Nc2cccc(C(=O)NCC3CCCO3)c2)cc1 (configuration not stated) | 6% | 21% | 2% | 0% | -10% | -2% | 4% | 0%
S=C(NN=C1CCCCCC1)Nc1ccc(Cl)cc1 | 4% | -10% | 7% | -2% | 8%[57.5 µM] | 19% | -15% | 4%
Cc1ccc(-c2nnn(CC(=O)N(CC(=O)NCC3CCCO3)c3ccc(F)c(Cl)c3)n2)o1 (configuration not stated) | -25% | -18% | 13% | -7% | i | 7% | 2% | 42%
C[C@H](NC(=O)c1ccc(Cl)cc1)C(=O)NNC(=O)c1cccs1 | -13% | 12% | 4% | 5% | i | 4% | -2% | -15%
COc1cccc(C2CC(c3cccc(OC)c3)n3nc(N)nc3N2)c1 (configuration not stated) | -5% | -15% | -1% | 0% | 9% | 11% | 2% | 0%
CCC1CCCCN1Cc1ccc(OC)c(C)c1 (configuration not stated) | 9% | -9% | 4% | 6% | -4%[57.5 µM] | 9% | 1% | -25%
COc1cc2c(cc1OC)C(CNC(=O)C=Cc1ccccc1)C2 (configuration not stated) | 4% | 5% | 13% | -12% | i | 18% | -2% | 10%
S=C(c1ccc(-c2cc(Cl)ccc2Cl)o1)N1CCOCC1 | -6% | 13µM* | 0% | 0% | -19% | -2% | -13% | 23%
COC(=O)c1ccc(NC(=O)CN(c2ccc3c(c2)OCO3)S(C)(=O)=O)cc1 | -10% | -1% | 1% | 3% | -9% | 4% | 6% | /

Of the compounds above, these have a Cl atom.
SMILES | EPAC1 antag | TDP-43 yeast inh | EPAC1 agonist | EPAC2 antagonist | PTHR1 ag | EPAC2 agonist | aSyn rescue | FUS yeast rescue
CC(OC(=O)c1ccncc1)C(=O)Nc1ccc([N+](=O)[O-])cc1Cl (configuration not stated) | -24% | 16% | 15% | 2% | -12% | 10% | 3% | -9%
S=C(NN=C1CCCCCC1)Nc1ccc(Cl)cc1 | 4% | -10% | 7% | -2% | 8%[57.5 µM] | 19% | -15% | 4%
Cc1ccc(-c2nnn(CC(=O)N(CC(=O)NCC3CCCO3)c3ccc(F)c(Cl)c3)n2)o1 (configuration not stated) | -25% | -18% | 13% | -7% | i | 7% | 2% | 42%
C[C@H](NC(=O)c1ccc(Cl)cc1)C(=O)NNC(=O)c1cccs1 | -13% | 12% | 4% | 5% | i | 4% | -2% | -15%
S=C(c1ccc(-c2cc(Cl)ccc2Cl)o1)N1CCOCC1 | -6% | 13µM* | 0% | 0% | -19% | -2% | -13% | 23%

Next section.
SMILES | EPAC1 antag | TDP-43 yeast inh | EPAC1 agonist | EPAC2 antagonist | PTHR1 ag | EPAC2 agonist | aSyn rescue | FUS yeast rescue
Cc1ccc2cc(C#N)c(NCCCNC(=O)C3CCCO3)nc2c1 (configuration not stated) | 11% | 27% | 1% | 1% | i | 2% | 8% | -10%
O=C(O)c1cc(=O)cc(C(=O)O)[nH]1 | -9% | -22% | 7% | -17% | 8%[57.5 µM] | 8% | 7%&-3% | ?
Cc1ccc(S(=O)(=O)N[C@H](CNCc2ccccc2)C(C)C)cc1 | 5% | 17% | 8% | -7% | -22% | 3% | -1% | -6%
Cc1cc(Cl)ccc1OCCCC(=O)NO | -4% | 6% | -4% | 20% | -14%[57.5 µM] | 7% | ? | 25%
Cc1cccc(NC(=O)CCS(=O)(=O)c2cc3c(cc2Cl)NC(=O)CO3)c1 | -3% | ? | 0% | 7% | -17% | -1% | 0% | -9%
CCc1ccc(NC(=O)C2=CC(c3ccc(OC)c(OC)c3)=NS(=O)(=O)N2C)cc1 | -15% | 1% | -3% | 1% | -39%[inhibitor] | 7% | -2% | 36%
Cc1ccc(/C=C(/C#N)C(=O)NC(=O)Oc2ccccc2)cc1 | -2% | -17% | 10% | 1% | -9%[57.5 µM] | 12% | 12% | 10%
CCN1C(=O)CS/C1=N\c1nccs1 | -4% | 16% | 6% | 0% | i | 8% | 1% | -14%
COc1ccc(NC(=O)N2CCC(O)(c3cccnc3)CC2)c(OC)c1 | 14% | -5% | 2% | 12% | i | 8% | -16% | 14%
CC1SC(c2ccc(F)cc2)N(CCc2ccccc2)C1=O (configuration not stated) | -11% | 13% | 4% | -19% | -22% | 5% | 10% | 6%
CCCOc1ccc(/C=N/NC(=O)C(=O)Nc2ccccn2)cc1 | -9% | 22% | 3% | -30% | i | -7% | -1% | 10%
Cc1noc(C)c1COc1ccc(C(=O)O)cc1 | 21% | -16% | 7% | 4% | i | 0% | 2% | 5%
Fc1cc(Cl)ccc1NC(=S)NCCN1CCOCC1 | -4% | -1% | -1% | -4% | i | -1% | 1% | -4%
COc1ccccc1NC(=O)c1ccc(-n2ccnc2)c([N+](=O)[O-])c1 | 2% | 9% | -14% | 10% | -44%[inhibitor] | -2% | -8% | 13%
O=C1[C@H]2[C@@H](/C=C/c3ccccc3)N3C(=O)CN(Cc4ccccn4)C(=O)[C@@]3(Cc3ccccc3)[C@H]2C(=O)N1c1ccccc1 | 3% | 11% | -22% | 12% | -21% | -13% | 0% | 34%
CCCOc1ccc(/C(O)=C2\C(=O)C(=O)N(c3ccccn3)C2c2ccccc2F)cc1C (configuration not stated) | ? | -16% | -6% | -10% | i | -13% | -6% | 33%
COc1ccc(C2CC(c3ccccc3)Nc3nc(NC(=O)c4ccco4)nn32)cc1 (configuration not stated) | 18% | 9% | -2% | 9% | -23%[57.5 µM] | 2% | 0% | 40%
O=C(CNC(=O)c1ccco1)NC1CCCCCC1 | -6% | 0% | 4% | 14% | 12% | 7% | -2% | 14%
Cc1cc(C)cc(N(CC(=O)NC(C)C)C(=O)CCC(=O)Nc2ccccn2)c1 | 12% | 10% | 18% | 4% | 8% | 5% | -3% | -27%
CCCS(=O)(=O)NC(=O)C1(C)CCCN(C(=O)c2ccccc2)C1 (configuration not stated) | 6% | 28% | 12% | 6% | -5% | 5% | 3% | -21%
CC(C)Cn1c(N)c(C(=O)COC(=O)Cc2cccs2)c(=O)n(C)c1=O | -12% | -12% | 11% | -4% | -31%[inhibitor] | 5% | 0% | 15%
CCc1ccc(-c2cc3c(=O)n(CC(=O)NCCN4CCCCC4C)nc(C)n3n2)cc1 (configuration not stated) | -25% | -18% | 11% | 2% | -9% | -4% | -1% | 3%
COc1ccccc1-n1c(C)nc(=O)c(-c2ccccc2)c1C | -4% | 4% | 1% | 10% | -12%[57.5 µM] | -4% | 0% | 0%
COc1ccccc1/C=C1\SC(=S)N(CCC(=O)NCCc2ccc(O)cc2)C1=O | -14% | 2% | 7% | 1% | -20% | 5% | -8% | 1%
CCN1C(=O)C(CC(=O)Nc2ccc(Br)cc2)N(CCCc2ccccc2)C1=S (configuration not stated) | -7% | 10% | 8% | -10% | -36%[57.5 µM] | 0% | -2% | 32%
COc1ccc(/C=N/n2c(C)nc3ccccc3c2=O)cc1OC | -12% | -2% | 15% | 0% | -11% | 10% | -8% | 14%
CC(C)C(NC(=O)c1ccccc1)C(=O)OCc1cc([N+](=O)[O-])cc2c1OCOC2 (configuration not stated) | -17% | 14% | -4% | 5% | -30% | 4% | 7% | 19%
COc1cc(C(CCN2CCCC(C)C2)c2c(OC)cc(OC)c3c(-c4ccccc4)cc(=O)oc23)cc(OC)c1OC (configuration not stated) | -13% | 5% | 5% | -6% | -25% | 13% | -1% | 26%
CC(C)NC(=O)c1ccccc1-c1nc(-c2ccccc2Cl)no1 | -2% | -22% | -2% | 9% | i | 7% | -7% | -4%
CC(NC(=O)C(NS(=O)(=O)c1cccc2nsnc12)C(C)C)c1ccccc1 (configuration not stated) | 10% | 0% | -3% | 14% | -30%[inhibitor] | 0% | 6% | -32%
COc1cccc(CN2CCN(Cc3cc4ccccc4o3)CC2CCO)c1 (configuration not stated) | 10% | -15% | -8% | 15% | i | 0% | -4% | 27%
CC12CN3CC(C)(CN(C1)C3c1ccc(F)cc1)C2 (configuration not stated) | 19% | -15% | 4% | 22% | 29% | 15% | -1% | -37%
O=C1NC2(CCN(Cc3ccccc3)CC2)Oc2ccccc21 | ? | 7% | -1% | -1% | -6% | 7% | -2% | -24%
COc1ccccc1-c1ccc(NC2CCCCC2)nn1 | 12% | -7% | 4% | -1% | -26%[57.5 µM] | -2% | 1% | 16%
NC(=O)c1ccccc1NS(=O)(=O)c1ccccc1 | 3% | -8% | 7% | -2% | -38%[inhibitor] | 4% | / | -10%
Cc1ccc(OCc2nnc(N)s2)cc1C | 12% | 5% | -1% | 5% | i | -4% | -3% | 12%
